High-throughput results deposited in PubChem BioAssay by National Center for Advancing Translational Sciences (NCATS).
TbPYK inhibitor: qHTS of Trypanosoma Brucei Inhibitors | pyruvate kinase (Trypanosoma brucei), Q57TT1 | TbPYK enzyme, Kinase-Glo Plus ATP luminescence, 45 min | Potency, µM (top dose mostly 76.8 µM), inactives show at the highest dose activity, negative = inhibition, actives largely listed as inhibitors | 410,000 tested, 0.12% active | AID 624173, 2012; active = well fitted inhibition curve with a large enough effect; also: nearly all actives have a fitted effect of over 50% in size
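ADP (130 uM final) triggers the TbPYK reaction after compound addition; incubation is 45 min at room temperature. Kinase-Glo Plus is then added and luminescence imaged. Normalized data are fitted to concentration-effect curves.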
* = called active by the depositor; [ ] = remark or other dose. % is scaled to controls: 0 for no effect and ±100 for the full control effect; potency is read from the fitted curve at half-maximal effect.

Sample of the layout:
Structure,TbPYK inhibitor
CCc1ccc(-c2nn(CC(=O)Nc3ccccc3)c3c2cnc2ccc(F)cc23)cc1,-1%
Cc1cc(C)cc(NC(=O)C2CCCN(S(=O)(=O)c3cccc4nsnc34)C2)c1 (stereo not given),3%
C=C(C)CSc1nc2sc3c(c2c(=O)n1Cc1ccccc1)CC(C)(CC)OC3 (stereo not given),-4%

This part in full, repeating the preview:
Structure,TbPYK inhibitor
CCc1ccc(-c2nn(CC(=O)Nc3ccccc3)c3c2cnc2ccc(F)cc23)cc1,-1%
Cc1cc(C)cc(NC(=O)C2CCCN(S(=O)(=O)c3cccc4nsnc34)C2)c1 (stereo not given),3%
C=C(C)CSc1nc2sc3c(c2c(=O)n1Cc1ccccc1)CC(C)(CC)OC3 (stereo not given),-4%
CC(Nc1ccc(-c2nc(-c3ccncc3)no2)cc1[N+](=O)[O-])c1ccccc1 (stereo not given),-19%
CCOc1ccccc1NC(=O)c1cn(C2CCCC2)c(=O)c2c1c1ccccc1n2C,-3%
COc1cccc(NC(=O)C(=O)NCCc2csc(-c3ccc(C)cc3)n2)c1,5%
COCCNC(=O)CN1C(=O)c2cccnc2Oc2ccc(Cl)cc21,0%[15.4 µM]
COc1ccccc1NC(=O)CN1C(=O)C2(SCC(=O)N2c2ccc(F)c(F)c2)c2ccccc21 (stereo not given),3%
COc1ccc(NC(=O)Cn2c(=O)n(Cc3ccccc3)c(=O)c3oc4ccccc4c32)cc1Cl,5%
CCOc1ccc(CN(CCc2ccc3c(c2)OCO3)Cc2cccc(C)c2)cc1,4%

Other records.
Structure,TbPYK inhibitor
Cc1ccc(C(=O)NCc2ccc3c(c2)CCN3C(=O)c2ccc(C)cc2)cc1,-6%
CC(=O)Nc1cc(C(=O)NCc2ccc(C)cc2)ccc1Sc1ccc(C)cc1,-9%
O=C(Cn1nc(-c2ccccc2)nc(Cc2ccccc2)c1=O)Nc1ccc(Cl)cc1,0%
CCN(C(=O)c1cccn(Cc2cccc(Cl)c2)c1=O)c1ccccc1,-3%
COc1ccc(NC(=O)c2ccc(-c3cccc(Cl)c3C)o2)cc1,-2%
CCOC(=O)c1[nH]c(C)c(CCC(=O)Nc2ccccc2C(=O)OC)c1C,-8%
COc1ccc(-c2nc(SCC(=O)Nc3ccc4c(c3)OCO4)c(-c3ccc(F)cc3)[nH]2)cc1OC,-8%
COc1cccc(NC(=O)Cn2nc(N3CCN(c4ccccc4)CC3)ccc2=O)c1,3%
Cc1cccc(NC(=O)NCCOCCn2c(=O)oc3ccccc32)c1C,0%
Cc1c(C)n(Cc2ccccc2)c2ccc(C(=O)N3CCN(c4ccc(F)cc4)CC3)cc12,-15%[15.4 µM]

Next part
Structure,TbPYK inhibitor
COc1ccc2c(c1)c1c(c(=O)n(Cc3ccccc3)c(=O)n1CC(=O)Nc1c(C)cccc1C)n2C,4%
CN(C)c1ccc(CNC(=O)c2cnc3sc(N4CCCC4)nn3c2=O)cc1,-9%
CCN(CC)c1ccc(C(=O)N2CCC(c3ccncc3)CC2)cc1,-4%
CCCCC(=O)N1CCc2cc(OC)c(OC)cc2C1COc1ccc(C(=O)OCC)cc1 (stereo not given),-5%
O=C(Nc1cccc(C(=O)N2CCN(c3ccccc3)CC2)c1)c1nsc2ccccc12,-8%
O=C(CSc1nc2c(oc3ccccc32)c(=O)n1-c1ccccc1)Nc1ccccc1F,-9%
Cc1nc2cnc(Oc3ccccc3)nc2n(CCc2ccccc2)c1=O,-5%
CCC(CC)C(=O)Nc1c(C(=O)N2CCN(c3ccccc3F)CC2)oc2ccccc12,4%
CCOc1ccc2oc(=O)cc(CN3CCN(C(=O)c4cccc(F)c4)CC3)c2c1,-3%
CCCCNc1ccc(-c2nc(-c3ccccc3)no2)cc1[N+](=O)[O-],-10%

Continued:
Structure,TbPYK inhibitor
CCN(Cc1ccccc1)Cc1c(O)ccc2c(=O)c(-c3ccccc3)c(C(F)(F)F)oc12,-9%
Cc1ccc(NC(=O)CSc2nc(-c3ccc(C(C)(C)C)cc3)nc3cc(=O)[nH]n23)cc1C,-2%
CCOc1ccc(NC(=O)CC2C(=O)N(c3cccc(C)c3)C(=O)N2Cc2ccco2)cc1 (stereo not given),-5%
COc1ccc(Nc2nn(-c3ccc(OC(F)(F)F)cc3)nc2C(C)=O)cc1,-5%
O=S(=O)(c1ccccc1)c1nnn2c1nc(NCc1cccs1)c1sccc12,-7%
O=C(CSc1ccccc1)NCc1ccc2c(c1)CCN2C(=O)c1ccccc1,-1%
CCc1ccc(NCc2cc3ccc(OC)cc3n(CC(=O)Nc3ccccc3OC)c2=O)cc1,-10%
O=C(CN1C(=O)CC(c2ccco2)Sc2ccccc21)Nc1ccc(Br)cc1 (stereo not given),-3%
Cc1ccc(-c2cc(NC(=O)c3ccccc3Cl)on2)cc1,-2%
CCN(C(=O)Cc1c(C(=O)O)c(C)cn1C)c1cccc(Cl)c1,0%

(listing goes on)
Structure,TbPYK inhibitor
Cc1ccc(C2c3c(oc4ccccc4c3=O)C(=O)N2c2nnc(C)s2)cc1 (stereo not given),1%
O=C(Nc1ccccc1C(F)(F)F)N1CCOc2ccc(Cl)cc21,-4%
Cc1cccc(OCCSc2nc3ccccc3n2CC(=O)N2CCOCC2)c1,4%
COc1cc(Cl)c(C)cc1NC(=O)c1cnc(N2CCCCC2)c2ccccc12,1%
Cc1cccc2nc(-c3ccccn3)c(Nc3ccc(F)cc3)n12,-1%
COc1ccccc1OCCSc1nc(-c2ccc(C(C)(C)C)cc2)nc2cc(=O)[nH]n12,0%
COC(=O)c1cc2oc(C)cc2n1CC(=O)Nc1ccc(OC)c(OC)c1,0%
CCOCCCNC(=O)C1CCCN(Cc2nc(-c3ccc(CC)cc3)oc2C)C1 (stereo not given),2%
COc1ccc(N(Cc2ccccc2)C(=O)c2nc(S(C)(=O)=O)ncc2Cl)cc1,-5%
COc1ccc(OC)c(Nc2ncnc3c2nc2n3CCCC2)c1,1%

The listing continues:
Structure,TbPYK inhibitor
CCc1ccc(-n2c(=O)c3c4c(sc3n(CC(=O)NC(C)CC)c2=O)CCCC4)cc1 (stereo not given),-7%
O=C(CCCCCn1c(=O)c2sccc2n(CC(=O)Nc2ccccc2F)c1=O)NCc1ccc2c(c1)OCO2,-1%
CCN(CC)C(=O)Cn1cc(SCC(=O)Nc2ccccc2C)c2ccccc21,-13%
CCCN(CCC)S(=O)(=O)c1ccc(N2CCCCS2(=O)=O)cc1,2%
Cc1ccc(C(=O)Nc2ccc3oc(-c4ccccc4C)nc3c2)cc1,-7%
Cc1ccc(NC(=O)C2CCCN(S(=O)(=O)c3ccc4[nH]c(=O)ccc4c3)C2)cc1Cl (stereo not given),3%
COc1ccc(-c2noc(CSCC(=O)Nc3cc(OC)c(OC)c(OC)c3)n2)cc1OC,-4%
COc1ccc(NC(=O)C(NC(=O)/C=C\c2ccc3c(c2)OCO3)c2ccccc2)cc1 (stereo not given),9%
CCCCc1ccc(C(=O)Nc2ccc3nc(N4CCN(CC)CC4)cc(C)c3c2)cc1,4%
N#Cc1ccccc1NC(=O)C(=O)NCCc1csc2nc(-c3cccc(F)c3)nn12,4%

Other records
Structure,TbPYK inhibitor
O=C(NCc1ccccc1)c1cc(Sc2cccc(Cl)c2)nc2ccccc12,-9%
Cc1ccc2oc3c(c(=O)c2c1)C(c1ccccc1F)N(CCCN1CCOCC1)C3=O (stereo not given),3%
CCCn1c2ccccc2c2cnn(CC(=O)NCC3CCN(Cc4ccccc4C)CC3)c(=O)c21,-10%
CCCCOc1ccc(CNC(=O)CN2C(=O)CCn3nc(-c4cn(C)c5ccccc45)cc32)cc1,1%
COc1ccc(-c2noc(-c3ccc(NCCc4ccccc4)c([N+](=O)[O-])c3)n2)cc1,0%
Cc1c(NC(=O)c2nc3ccccc3nc2N2CCCCC2)cccc1[N+](=O)[O-],-1%
COc1ccc(C(=O)N2CCC3(CC2)CN(C(=O)NC(C)C)C3)cc1,11%
O=C(Cn1ncn2c(cc3cc(F)ccc32)c1=O)NC1CCCCC1,-1%
Cc1cc(C)c(NC(=O)c2nc3ccccc3nc2N2CCCCC2)c(C)c1,1%
COc1ccc(Cl)cc1S(=O)(=O)Nc1cccc(-c2ccc(N3CCOCC3)nn2)c1,5%

More structures:
Structure,TbPYK inhibitor
CCc1ccc(C(=O)NC2=NC(c3ccccc3F)CC(=O)N2)cc1 (stereo not given),1%
CCCN(CCC)C(=O)Cn1c(=O)n(-c2ccc(CC)cc2)c(=O)c2c3c(sc21)CCC3,4%
COc1ccc(-c2ccc(=O)n(CC(=O)Nc3cc(OC)ccc3OC)n2)cc1,1%
Cc1cccc(NC(=O)c2ccc(-n3cnc4cccnc43)cc2)c1C,5%
COc1ccc(NC(=O)Cn2ccn(Cc3ccccc3)c(=O)c2=O)cc1Cl,-3%
Cc1cccc(Cn2nnc3c(=O)[nH]c(C4CCCN(C(=O)c5ccccc5Cl)C4)nc32)c1 (stereo not given),-2%
Clc1ccc(-c2noc(-c3cccnc3N3CCN(c4ccccc4)CC3)n2)cc1,2%
CCCCN(C)CCNC(=O)Cn1ncc2c3ccccc3n(CCC)c2c1=O,-4%
COc1ccc(CNC(=O)CN2C(=O)CCCc3ccccc32)cc1,10%[15.4 µM]
O=C(c1ccc2c(c1)OCCO2)N(Cc1cccnc1)c1nc2c(F)cc(F)cc2s1,-2%

Following part:
Structure,TbPYK inhibitor
CC1CCCN(S(=O)(=O)c2cc3c4c(c2)CC(=O)N4CCC3)C1 (stereo not given),-2%
CCOC(=O)c1[nH]c(C)c(C(=O)NC(CC)Cc2ccccc2)c1C (stereo not given),-6%
CC(C)c1ccc(NC(c2nnc(-c3ccccc3)o2)c2ccc(F)cc2Cl)cc1 (stereo not given),13%
Cc1ccc(NC(=O)c2cnn3c2NC(c2ccccc2)=CC3c2ccccc2)cc1 (stereo not given),1%
Cc1ccc(OCC(=O)Nc2c(C(=O)c3ccc(Cl)cc3)oc3ccccc23)cc1C,3%
COc1ccc(Cl)cc1NC(=O)CSc1nc2c(oc3ccccc32)c(=O)n1Cc1ccco1,-4%
CN(CCCNC(=O)Cn1ncc2c([nH]c3ccccc32)c1=O)Cc1ccccc1,-5%
O=C(Nc1cccc(OCc2cc(=O)n3c4c(sc3n2)CCCC4)c1)c1ccc(F)cc1,0%
Cc1ccc(C2CC(=O)N(Cc3ccc(F)cc3)c3c2c(C)nn3-c2nc(C)cc(C)n2)cc1 (stereo not given),2%
CCCN(C(=O)c1c(C)oc2ncnc(N3CCOCC3)c12)c1ccc(Cl)c(Cl)c1,2%

Remaining list, next part.
Structure,TbPYK inhibitor
Cc1ccc2nc(N(Cc3cccnc3)C(=O)C3COc4ccccc4O3)sc2c1 (stereo not given),3%
CCCN1CCN(c2ncc3c(n2)CCN(Cc2ccc(OC)c(OC)c2OC)C3)CC1,0%
COc1ccccc1NS(=O)(=O)c1cn(C)c(C)n1,8%
Cc1cccc(C(=O)Nc2c3c(nn2-c2ccc(Cl)cc2)CS(=O)(=O)C3)c1,5%
COc1ccc(NC(=O)CC2C(=O)N(c3ccc(OC)cc3)C(=O)N2C2CCCCC2)cc1 (stereo not given),2%
CN(C(=O)CSc1nc2ccc(NC(=O)c3cccc(F)c3)cc2s1)c1ccccc1,0%
Cc1ccc(OCC(=O)Nc2nc(-c3ccc(Br)cc3)ns2)cc1,1%
CCCOc1ccc(OC(=O)c2c(-c3ccccc3Cl)noc2C)cc1,-1%
CC(=O)c1ccc(NS(=O)(=O)c2cnc(N)nc2)cc1,0%
Cc1cc2n(n1)CCCN2C(=O)Nc1ccc(C)c(Cl)c1,-4%

A few values from the entries so far:
TbPYK inhibitor with `COc1ccccc1NS(=O)(=O)c1cn(C)c(C)n1` reads 8%
TbPYK inhibitor with `Cc1ccc(OCC(=O)Nc2nc(-c3ccc(Br)cc3)ns2)cc1` reads 1%
TbPYK inhibitor with `CCCN1CCN(c2ncc3c(n2)CCN(Cc2ccc(OC)c(OC)c2OC)C3)CC1` reads 0%
TbPYK inhibitor with `CN(C(=O)CSc1nc2ccc(NC(=O)c3cccc(F)c3)cc2s1)c1ccccc1` reads 0%
TbPYK inhibitor with `Cc1ccc2nc(N(Cc3cccnc3)C(=O)C3COc4ccccc4O3)sc2c1` (stereo not given) reads 3%
TbPYK inhibitor with `CC(=O)c1ccc(NS(=O)(=O)c2cnc(N)nc2)cc1` reads 0%

(next part)
Structure,TbPYK inhibitor
Cc1cccc(NC(=O)c2ccc(-c3ccccc3)s2)c1,-3%
CC(C)Cc1ccc(S(=O)(=O)Nc2cc3c(cc2N2CCOCC2)n(C)c(=O)c(=O)n3C)cc1,0%
Cc1ccc(NC(=O)c2c(C)oc3ncnc(N4CCCCC4)c23)c(C)c1,-6%
COc1ccc(-c2nnc(SCC(=O)Nc3ccc(C)c(Cl)c3)nc2-c2ccc(OC)c(OC)c2)cc1OC,7%
Cc1ccc(CNCc2c(C(=O)O)n(Cc3ccccc3C)c3cc(C)ccc23)cc1,4%
O=C(NCc1ccccc1)c1c2c(nc3ccccc13)C(=O)N(C1CCCCC1)C2,-5%
CS(=O)(=O)N1CCC(n2c(C(F)(F)F)nc3cccnc32)CC1,-5%
COc1ccc(N2CCN(C(=O)C3CCN(S(=O)(=O)Cc4ccccc4)CC3)CC2)cc1,-6%
Cc1nnc(N2C(=O)c3oc4ccccc4c(=O)c3C2c2ccc(F)cc2)s1 (stereo not given),13%
Cc1cccc(N2CCN(c3nc4ccc(C)cc4n4cnnc34)CC2C)c1 (stereo not given),-1%
Cc1ccc(-n2ncc3c(NCCCN4CCOCC4)ncnc32)cc1C,0%
Cc1cccc(N2CCN(C(=O)c3cn(C)c4ccc(S(=O)(=O)N(C)C)cc4c3=O)CC2C)c1 (stereo not given),-9%
COc1ccc(NC(=O)C2CCN(C(=O)c3sc4nc[nH]c(=O)c4c3C)CC2)cc1Cl,0%

Only part of the results is shown, so the mix of outcomes need not match the whole.
